# Bioassay records: PubChem, National Center for Advancing Translational Sciences (NCATS)
# KB-3-1 cytotox: KB-3-1 parental cell cytotoxicity. actives 1.4% (n = 400,000). AID 1347075. Potency, µM (doses to about 46.1 µM), without a hit: at the highest dose activity change, negative = cytotoxic, usual class: cytotoxic. KB-3-1 viability, CellTiter-Glo ATP luminescence, 72 h; also: potency is read from the fitted curve at half-maximal effect; % is scaled to controls: 0 for no effect and ±100 for the full control effect; nearly all actives have a fitted effect of over 60% in size
#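 Multi-concentration cytotoxicity screen in KB-3-1 cells grown in DMEM lacking phenol red with 10% FBS. After 72 h at 37 °C with compound, ATP-dependent luminescence was recorded.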
# IL1B secr inh: blocks inflammasome-driven IL-1 beta release | THP-1 LPS/ATP IL-1B secretion, AlphaLISA, 16 h; stronger effect = lower value | activity change, % at 57.5 µM | actives 4.7% (n = 360,000) | AID 743279; in the data active = activity change below about -50%; inconclusive = mostly about -30% to -49%; also: % is scaled to controls: 0 for no effect and ±100 for the full control effect
#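 THP-1 cells pretreated 1 hr with compounds (up to 57.5 uM final), then stimulated with LPS (250 ng/mL final) plus ATP (1.25 mM final); secreted IL-1B measured by AlphaLISA after 16 hr, decreased signal indicating inhibition.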
# KB-V1 cytotox: kills drug-selected multidrug resistant KB-V1 cells; actives 3.4% (n = 400,000); KB-V1 MDR cells viability, CellTiter-Glo, 72 h; AID 1347076; Potency, µM (series often up to 46.1 µM), for the others: top-dose activity change, negative = cytotoxicity, most hits filed as cytotoxic; also: potency is read from the fitted curve at half-maximal effect; % is scaled to controls: 0 for no effect and ±100 for the full control effect; nearly all actives have a fitted effect of over 60% in size
#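 Readout: CellTiter-Glo luminescence, 10 min after addition. Cells: KB-V1 MDR subline, 72 h at 37 degrees C with compound. Analysis: corrected, normalized data fitted to concentration-effect curves.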
# DRD3 antagonist: blocks the human D3 dopamine receptor; actives 2.5% (n = 360,000); P35462; D3R cells, DiscoveRx beta-arrestin luminescence, antagonist mode; stronger effect = lower value; AID 652054; max response, negative = inhibition, %; in the data active = max response below about -50%; inconclusive = no clear call, values can overlap the other calls; also: % is scaled to controls: 0 for no effect and ±100 for the full control effect; mostly tested at two doses, the higher about 12 µM
# Target sequence (P35462 whole entry, looked up): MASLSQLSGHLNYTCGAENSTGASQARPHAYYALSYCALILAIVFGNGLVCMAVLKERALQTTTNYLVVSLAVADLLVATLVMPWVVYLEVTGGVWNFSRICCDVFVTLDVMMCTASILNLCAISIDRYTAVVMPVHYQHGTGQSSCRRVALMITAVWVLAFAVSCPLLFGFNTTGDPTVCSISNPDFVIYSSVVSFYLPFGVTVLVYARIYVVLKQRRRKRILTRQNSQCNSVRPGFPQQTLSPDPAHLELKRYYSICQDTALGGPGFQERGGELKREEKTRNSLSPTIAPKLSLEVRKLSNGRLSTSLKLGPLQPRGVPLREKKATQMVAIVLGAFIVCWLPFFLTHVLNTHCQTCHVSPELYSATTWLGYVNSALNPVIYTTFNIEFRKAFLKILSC
#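 Cells plated overnight at 1500 cells/well, then exposed to library compounds with dopamine controls for 90 minutes at 37 degrees C. DiscoveRx reagent added for 30–60 minutes at room temperature; luminescence read, quantitative HTS format.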
# DRD3 agonist: activates the human D3 dopamine receptor; max activation, %; D3R DiscoveRx beta-arrestin cells, luminescence, 90 min; actives 0.58% (n = 410,000); in the data active = max activation above about 30%; also: 0% is about no effect; mostly tested at two doses, the higher about 12 µM
#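 Agonist-mode cell screen: cells plated at 1500/well and incubated overnight at 37 °C, then exposed to library compounds for 90 min at 37 °C. Detection reagent was added for 30–60 min at room temperature, and luminescence was read.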
# HT1080NT lethal: kills 2HG-producing HT-1080-NT fibrosarcoma cells; HT-1080-NT fibrosarcoma viability, CellTiter-Glo ATP luminescence, 48 h; Potency, µM (highest dose often 46.1 µM), for the others: at the top dose activity, negative = less viability, hits mostly cytotoxic; actives 1.6% (n = 360,000);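 also: NT is the 2HG producing partner of a matched IDH1 knockdown line; potency is read from the fitted curve at half-maximal effect; 0% = DMSO-treated cells and -100% = media-only wells without cells; nearly all actives have a fitted effect of over 55% in size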
#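 Luminescent CellTiter-Glo readout after 48 hours of compound exposure at 37 degrees C defined viability of HT-1080-NT cells. Activity was normalized to DMSO wells and cell-free media wells; concentration-response curves were fitted and assigned curve classes.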
# GLP-1R agonist: activates the human GLP-1 receptor. P43220. HEK293 GLP-1R CRE-luciferase, luminescence, 4-6 h; cells express a hypersensitive GLP-1R form. Potency, µM (highest dose often 45.6 µM), without a hit: at the top dose activation, usual class: activators. actives 0.007% (n = 380,000); also: potency is read from the fitted curve at half-maximal effect; % of control where 0% means no effect
# Target sequence (P43220 whole entry, looked up): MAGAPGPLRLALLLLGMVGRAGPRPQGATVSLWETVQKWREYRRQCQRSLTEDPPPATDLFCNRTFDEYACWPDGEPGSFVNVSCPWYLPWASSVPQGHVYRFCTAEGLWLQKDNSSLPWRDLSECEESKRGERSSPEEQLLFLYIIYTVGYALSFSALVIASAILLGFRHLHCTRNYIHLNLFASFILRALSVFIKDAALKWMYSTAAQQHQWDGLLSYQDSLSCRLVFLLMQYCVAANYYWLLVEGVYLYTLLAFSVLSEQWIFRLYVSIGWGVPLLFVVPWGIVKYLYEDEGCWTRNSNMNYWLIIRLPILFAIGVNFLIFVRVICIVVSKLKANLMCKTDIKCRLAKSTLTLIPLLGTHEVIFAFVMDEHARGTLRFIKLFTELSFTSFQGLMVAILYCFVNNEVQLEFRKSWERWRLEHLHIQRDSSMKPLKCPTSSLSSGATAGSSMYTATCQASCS
# HT1080 IDH1KD tx: toxicity to HT-1080 IDH1 knockdown cells (counter line). HT-1080 IDH1 knockdown viability, ATP luminescence, 48 h. Potency, µM (doses to about 46.1 µM), without a hit: at the top dose activity, negative = toxicity, most hits filed as cytotoxic. actives 2% (n = 360,000);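 also: potency is read from the fitted curve at half-maximal effect; 0% = DMSO wells and -100% = cell-free medium wells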
#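 Cytotoxicity counter-line: IDH1KD HT-1080, 48 h, CellTiter-Glo. Curves classed by r2, magnitude and activity.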
# SW480 rereplic: DNA re-replication induction in SW480 cells. SW480 DNA re-replication, Hoechst DNA content imaging, 48 h. Potency, µM (top dose mostly 46.1 µM), inactives show at the top dose re-replication activation, actives largely listed as activators. actives 1.8% (n = 340,000); also: potency is read from the fitted curve at half-maximal effect; % of control where 0% means no effect; nearly all actives have a fitted effect of over 55% in size
#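 Quantitative HTS format with DMSO vehicle controls; 48 hr drug incubation at 37 C, then 40 min Hoechst staining and scanning imager measurement at 405 nm excitation.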
# * marks the source's active call; other numbers are inactive results; ? = inconclusive; . = not tested or not shown; & = joins results of further samples; ! = not active in a repeat; [ ] = remark or other dose. Unless noted, calls follow the shape of the dose curve; as a rule, active = well fitted curve in the direction sought with a large enough effect; inconclusive = small, poorly fitted or top-dose-only effect, or another doubt; inactive = no such curve, though single readings can be large; an effect the other way counts as inactive or inconclusive.
SMILES,KB-3-1 cytotox,IL1B secr inh,KB-V1 cytotox,DRD3 antagonist,DRD3 agonist,HT1080NT lethal,GLP-1R agonist,HT1080 IDH1KD tx,SW480 rereplic
N#Cc1ccccc1NC(=O)Nc1cccc(Cl)c1,8%,0,1%,-1,5,3%,17%,6%,1%
C/C(=N\Nc1ccc(Cl)cc1)c1ccccn1,3%,16,?,-18,-17,?,11%,-18%,5%
O=C(Cc1cn2ccsc2n1)Nc1nc2c(s1)CCCC2,?,-3,-54%,5,-5,1%,31%,-12%,-1%
COc1ccc(C(=O)N/C(=C\c2ccco2)C(=O)NC2CCS(=O)(=O)C2)cc1 (configuration not stated),1%,-10,14%,10,5,7%,0%,16%,-15%
O=C1C2C3C=CC(C3)C2C(=O)N1c1cccc(-c2nc3ccccc3o2)c1 (configuration not stated),1%,29,-2%,0,8,14%,1%,9%,-1%
COc1ccc2cc(C3(C)NC(=O)N(CC(=O)NCCC4=CCCCC4)C3=O)ccc2c1 (configuration not stated),-13%,9,16µM*,0,-1,-12%,1%,-11%,10%
CC(C)Oc1ccc(Cn2c(=O)oc3ccccc32)cc1,-4%,-7,8%,-2,0,9%,15%,12%,-10%
O=C(NNC(=O)c1cccc2ccccc12)c1cccc(F)c1,-3%,-1,-1%,-7,14,18%,12%,4%,-10%
COc1ccccc1CNC(=O)c1ccccc1OC,-6%,?,?,9,1,12%,26%,4%,-12%
Cc1ccc2c(CN(Cc3ccccc3)Cc3ccccc3)cc(=O)oc2c1,?,37,-22%,?,-15,-17%,0%,-22%,.
COc1ccccc1CNC(=O)c1ccccc1N,0%,-3,19%,-15,-3,14%,-7%,10%,-4%
CCOC(=O)[C@]12CCC=C1N(Cc1ccco1)C(=O)[C@H](CC(=O)N1CCOCC1)C2,13%,3,-9%,2,6,11%,2%,16%,.
Cc1cccc(N2CCN(C(=O)C3CCCN(S(=O)(=O)c4cccc5nsnc45)C3)CC2)c1C (configuration not stated),0%,.,7%,.,5,.,-4%,.,.
CC(C)C[C@@H](CN1CCC[C@H]1CN1C(=O)C(=O)NC[C@@H]1Cc1ccc(O)cc1)N1C[C@H](Cc2ccc(O)cc2)N(CC2CCCCCC2)C(=O)C1=O,?,?,0%,0,2,?,-1%,?,.
CNc1ccc(NC(C)=O)cc1[N+](=O)[O-],3%,-5,28%,?,-6,7%,0%,8%,-6%
NNC(=O)c1n[nH]c(=O)c2ccccc12,9%,2,1%,3,-13,0%,-1%,-5%,1%
Cc1ccc(C)c(NC(=O)c2cc(-c3cc(C)ccc3O)n[nH]2)c1,0%,?,-30%,-15,-9,33µM*,11%,?,4%
Brc1cccc(-c2nc3cccnc3nc2-c2cccc(Br)c2)c1,7%,30,13%,3,-1,15%,-6%,13%,-19%
CC(=O)C[C@H]1c2cc(C(F)(F)F)ccc2S(=O)(=O)N1c1ccccc1,?,?,8.2µM*!,-26,-8,0%,6%,-1%,-9%
COc1ccc(S(=O)(=O)N2CCC(O)(c3cccnc3)CC2)cc1OC,-14%,13,-1%,-1,4,-4%,12%,-3%,-2%
Cc1cccc(C)c1NC(=O)C1(C)CCC(=O)N1C1CCN(Cc2ccccc2)CC1 (configuration not stated),0%,7,22%,-11,-6,18%,-4%,11%,.
CC(C)CC(NC(=O)C(NC(=O)C1OC2OC(C)(C)OC2C2OC(C)(C)OC12)C(C)C)C(=O)O (configuration not stated),17%,11,6%,-17,2,11%,1%,13%,-3%
CC(C)Cc1nnc(NC(=O)CN2C(=O)NC3(CCCCC3)C2=O)s1,0%,-21,?,-19,-4,-6%,2%,-8%,2%
CCO[C@@H]1OC(C(=O)N2CCN(Cc3ccccc3)CC2)=C[C@H](C)[C@H]1CCCO,0%,-5,2%,-29,-7,6%,11%,17%,5%
CC1(C)CC(=O)C=C(NCc2ccco2)C1,0%,2,18%,-23,-7,3%,-7%,16%,-3%

# Quoted at random: 2 compounds from above.
SMILES,KB-3-1 cytotox,IL1B secr inh,KB-V1 cytotox,DRD3 antagonist,DRD3 agonist,HT1080NT lethal,GLP-1R agonist,HT1080 IDH1KD tx,SW480 rereplic
Brc1cccc(-c2nc3cccnc3nc2-c2cccc(Br)c2)c1,7%,30,13%,3,-1,15%,-6%,13%,-19%
O=C1C2C3C=CC(C3)C2C(=O)N1c1cccc(-c2nc3ccccc3o2)c1 (configuration not stated),1%,29,-2%,0,8,14%,1%,9%,-1%

# (cont.)
SMILES,KB-3-1 cytotox,IL1B secr inh,KB-V1 cytotox,DRD3 antagonist,DRD3 agonist,HT1080NT lethal,GLP-1R agonist,HT1080 IDH1KD tx,SW480 rereplic
COC(=O)[C@@H]1C[C@@H]2CC[C@@H](O)C[C@@H]2N1Cc1ccc(N2CCN(C)CC2)cc1,0%,35,-12%,0,9,12%,3%,10%,-1%
CS(=O)(=O)c1cccc(C(=O)NCc2ccc(F)cc2)c1,23%,6,5%,?,1,6%,-11%,8%,1%
CCOC(=O)C1=C(C)NC(=O)C1CC(=O)O (configuration not stated),28%,4,-8%,-2,-1,18%,-3%,18%,?
COc1ccccc1CNC(=O)COC(=O)c1cc2ccccc2o1,7%,-13,5%,5,-9,5%,-2%,8%,-5%
CCOc1ccccc1NC(=O)CCNC(=O)N1CC(=O)Nc2ccccc21,23%,14,7%,2,-3,8%,4%,4%,.
COc1ccc(C(C#N)CCC2OCCO2)cc1OC (configuration not stated),5%,-5,3%,-29,-12,9%,0%,9%,-6%
CCC(=O)N1CCN(c2ccccc2NC(=O)COc2cc(C)ccc2C(C)C)CC1,?,-95*,?,1,-9,?,-11%,?,1%
Cc1cccc(OCC(=O)Nc2nnc(S(=O)(=O)N3CCC(C)CC3)s2)c1,25%,17,12%,-13,1,0%,4%,5%,-4%
CCCCn1c(SCC(=O)NCc2ccco2)nc2cc(S(N)(=O)=O)ccc21,17%,9,-8%,19,-3,14%,-3%,9%[9.24 µM],-3%
Cc1ccsc1C(=O)N/N=C/C=C/c1ccccc1[N+](=O)[O-],-5%,-4,?,-85*,-6,-7%,6%,-5%,-2%
O=S(=O)(Cc1nnnn1-c1ccccc1)c1ccc(F)cc1,-4%,35,-10%,-9,-1,3%,-5%,1%,-4%
CNC(=S)N/N=C/c1ccc(N(C)C)cc1,?,-20,11%,-10,5,9%,-5%,-1%,0%
Cc1cc(C)c(S(=O)(=O)NCc2cccs2)cc1C,1%,30,?,1,-17,-19%,-4%,-12%,-1%
Cc1ccc2c(c1)NC(=O)C(N1CCOCC1)(C(F)(F)F)O2 (configuration not stated),3%,-6,4%,14,0,22%,1%,14%,1%
COc1ccc2c(c1)cc1c(=O)n(CC(=O)NCCCOC(C)C)nc(C)n12,0%&9%,3,?,17,-2&2,8%,-2%,7%,-12%
COc1ccc(-c2ccc3oc(-c4ccc(OC)cc4)c(-c4ccc(OC)cc4)c3c2)cc1,10%,12,-11%,15,72*,11%,-6%,23%,-4%
Cc1cccc(CSc2nc(N)c(C#N)c(-c3cccs3)c2C#N)c1,?,-54*,11µM*,8,2,-10%,1%,-27%,1%
CC(C)(C)c1ccc(-c2noc(CNC(=O)c3ccco3)n2)cc1,-1%,-15,3%,6,18,-25%,13%,-20%,0%
CN(C(=O)CSc1n[nH]c(N)n1)C1CCCCC1,12%,0,?,5,-8,10%,-4%,-5%,-3%
CCn1c(COc2cccc(C)c2)nnc1SCC(=O)N1CCCC1,16%,-16,?,17,2,-4%,-5%,-10%,-4%
COc1ccc(N(CC(=O)NC(C)(C)C)C(=O)CCC(=O)Nc2nccs2)c(OC)c1,-6%,-6,3%,1,-2,0%,-3%,1%,0%
COc1ccc(S(=O)(=O)N2CCC(C(=O)NCCC(=O)NCc3cccnc3)CC2)cc1,-1%,-6,-20%,-11,-3,-6%,2%,-3%,.
COc1ccc(-c2c3c(=O)n(C)c(=O)n(C)c3cn2-c2cc(OC)ccc2OC)cc1,?,-9,-21%,?,-1,-17%,21%,?,1%
CCc1cc(=O)oc2cc(C)cc(OC(C)C(=O)NCCN3CCOCC3)c12 (configuration not stated),-2%,13,8%,9,4,9%,9%,8%,-54%[inhibitor]
CC(CC(=O)N1CCN(S(=O)(=O)c2ccc(Cl)cc2)CC1)n1cncn1 (configuration not stated),0%,1,-4%,5,4,12%,-4%,15%,0%
CCOCCCN(C(=O)CNC(=O)c1ccco1)C(C(=O)NC1CCCC1)c1cccc(OC)c1 (configuration not stated),13%,22,9%,3,9,12%,15%,14%,8%

# Sorted by heavy-atom count (lowest first): part of the list above.
SMILES,KB-3-1 cytotox,IL1B secr inh,KB-V1 cytotox,DRD3 antagonist,DRD3 agonist,HT1080NT lethal,GLP-1R agonist,HT1080 IDH1KD tx,SW480 rereplic
C/C(=N\Nc1ccc(Cl)cc1)c1ccccn1,3%,16,?,-18,-17,?,11%,-18%,5%
N#Cc1ccccc1NC(=O)Nc1cccc(Cl)c1,8%,0,1%,-1,5,3%,17%,6%,1%
O=C(Cc1cn2ccsc2n1)Nc1nc2c(s1)CCCC2,?,-3,-54%,5,-5,1%,31%,-12%,-1%
CC(CC(=O)N1CCN(S(=O)(=O)c2ccc(Cl)cc2)CC1)n1cncn1 (configuration not stated),0%,1,-4%,5,4,12%,-4%,15%,0%
O=C1C2C3C=CC(C3)C2C(=O)N1c1cccc(-c2nc3ccccc3o2)c1 (configuration not stated),1%,29,-2%,0,8,14%,1%,9%,-1%
COc1ccc2cc(C3(C)NC(=O)N(CC(=O)NCCC4=CCCCC4)C3=O)ccc2c1 (configuration not stated),-13%,9,16µM*,0,-1,-12%,1%,-11%,10%
CC(C)CC(NC(=O)C(NC(=O)C1OC2OC(C)(C)OC2C2OC(C)(C)OC12)C(C)C)C(=O)O (configuration not stated),17%,11,6%,-17,2,11%,1%,13%,-3%

# Hits appear at their usual frequency. Share with any hit: about 12%.
